# Assay outcomes (PubChem)
# KCNQ2 inh: KCNQ2 channel blockers in CHO-K1 cells – cell-based, FluxOR thallium flux, B-score, primary screen (AID 2156); O88943; 20 min; hits give low values; B-score at 10 µM; 310,000 compounds, 1.1% hits;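 active = fluorescence ratio B-score at most minus 3 library SDs, with starting brightness B-score within 2 library SDs, cut at about -5.5 in these data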
# Kir21 block: inhibitors of mouse Kir2.1 inward-rectifier potassium channel. HEK293-Kir2.1, FluxOR thallium flux fluorescence; hits give low values. 310,000 compounds, 0.85% hits. B-score at 10 µM;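 active = fluorescence ratio B-score at or below minus 3 SD of library scores, with starting-brightness B-score within 2 SD, cut at about -4.2 in these data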;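 note: channel flux triggered by added potassium and thallium sulfate stimulus; B-score of peak minus minimum fluorescence over baseline after thallium stimulus; more negative B-score means stronger Kir2.1 block with less thallium influx; some compounds called inactive have numbers as strong as hits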
# Target sequence (P35561 whole entry, looked up): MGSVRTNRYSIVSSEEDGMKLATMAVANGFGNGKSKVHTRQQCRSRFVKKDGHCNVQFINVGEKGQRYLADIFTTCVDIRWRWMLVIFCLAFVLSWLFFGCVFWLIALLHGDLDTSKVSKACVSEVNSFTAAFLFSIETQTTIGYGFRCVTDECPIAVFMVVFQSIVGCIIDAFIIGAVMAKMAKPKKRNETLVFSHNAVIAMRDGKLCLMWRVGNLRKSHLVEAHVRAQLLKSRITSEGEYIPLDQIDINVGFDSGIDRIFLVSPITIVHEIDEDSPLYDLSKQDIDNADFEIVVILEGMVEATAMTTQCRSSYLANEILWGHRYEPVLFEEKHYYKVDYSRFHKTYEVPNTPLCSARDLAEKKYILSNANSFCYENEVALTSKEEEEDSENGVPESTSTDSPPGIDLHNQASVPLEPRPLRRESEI
# Starred values were filed as active, the others as inactive; i = inactive.
KCNQ2 inh | Kir21 block | molecule
i | -0.18 | CCCCn1c(NCc2ccccn2)nc2ccccc21
i | -0.17 | CCN(CC)CCNc1ncnc2c1[nH]c1ccc(OC)cc12
i | 0.04 | CSCC[C@H](NC(=O)c1cccs1)C(=O)N1CCC2(CC1)NCCc1[nH]cnc12
i | 0.04 | O=C(CSc1ccc(Cl)cc1)Nc1ccc(N2CCN(C(=O)c3ccc(Cl)cc3)CC2)cc1
i | 1.4 | Cc1noc(C)c1CSCC(=O)N(CC(C)C)c1c(N)n(Cc2ccccc2)c(=O)[nH]c1=O
i | -1.2 | Cc1csc2c(N3CCN(C(=O)Nc4ccc(OC(F)(F)F)cc4)CC3)ncnc12
i | -0.32 | O=C(c1ccc(S(=O)(=O)N2CCCC2)cc1)N1CCCc2ccccc21
i | 1.9 | CC(=O)NCC(=O)NC1(C(=O)NC2CCCC2)CCCCC1
i | -0.86 | CC1CCCC(C)N1CC(O)COC1CCC(C(C)(C)C)CC1 (stereo unspecified)
i | 1.1 | COc1cccc(CN(C)C(=O)c2ccc(NS(=O)(=O)c3ccc4[nH]c(=O)[nH]c4c3)cc2)c1OC
i | -1.5 | O=C(CCCC(=O)N(CC(=O)NC1CCCC1)c1cccc(F)c1)Nc1ccccn1
i | 0 | O=C(/C=C/c1ccc2c(c1)OCO2)NCCSCc1c(Cl)cccc1Cl
i | -0.07 | CCOC(=O)C1=C(C)N(C)C(=O)NC1c1ccccc1OC (stereo unspecified)
i | -0.18 | COc1ccc2c(c1)C(C)CC(C)(C)N2C(=O)Nc1ccccc1 (stereo unspecified)
-5.8* | 0.09 | CCOC(=O)C1CCN(C(=O)c2ccc3c(=O)n4nc(Nc5cc(C)ccc5C)sc4nc3c2)CC1
i | -0.47 | Oc1cccc2ccc(N3CCOCC3)nc12
i | 0.9 | Cc1ccc(C(=O)NC(=S)Nn2cnnc2)cc1
i | -0.13 | COc1ccc(/C=N/N2CCN(Cc3ccc(C)cc3)CC2)cc1Br
i | 0.16 | CC1CCCN(c2nc3c(c(=O)n(C)c(=O)n3C)n2CCSc2nc3ccccc3s2)C1 (stereo unspecified)
i | 0.52 | Cc1cccc(NC(=O)C2c3ccccc3C(=O)N3CCc4ccccc4C23)n1 (stereo unspecified)
i | 0.02 | CCCCc1nnc(NC(=O)C2CCN(c3ncnc4sc(C)c(C)c34)CC2)s1
i | 0.64 | Cc1cc(C#Cc2c(-c3ccccc3)n(C)c3ccccc23)ccc1F
i | -0.68 | CCOC(=O)N1CCN(C(=O)COc2ccc3c(c2)C(=O)CC(C)(C)O3)CC1
i | 1.2 | CC(=O)c1ccc(Nc2nc(-c3cccnc3)cs2)cc1
i | -0.77 | Oc1ccc(/C=N/NC(=S)Nc2cccnc2)c(O)c1O
i | -2.3 | O=C(O)c1ccc2c(=O)n(-c3ccccc3)c(=S)[nH]c2c1
i | -0.57 | c1ccc(-c2nc(CSc3nnnn3-c3ccccc3)cs2)cc1
i | -0.61 | COc1ccccc1OCCn1cc(C=O)c2ccccc21
i | -0.82 | CC(C)NC(=S)N/N=C/c1ccc(C(C)(C)C)cc1
i | -0.25 | COC(=O)c1nn(-c2ccccc2)c(Cl)c1/C=N/OCc1ccc(C)cc1
i | -1.1 | COC(=O)c1cc(=O)n(CCc2ccccc2)c(=Nc2ccc(F)cc2)s1
i | 1.2 | O=C(CCS(=O)(=O)Cc1ccccc1F)NCCCN1CCCCC1
i | -0.56 | CSc1cccc(NC(=O)CN(Cc2ccc(Cl)cc2)S(C)(=O)=O)c1
i | -1.8 | NS(=O)(=O)c1ccc(N/N=C/c2cn(-c3ccccc3)nc2-c2cccs2)c([N+](=O)[O-])c1
i | -1.1 | O=C(c1ccncc1)N1N=C(C2CCCCC2)CC1(O)C(F)(F)F (stereo unspecified)
i | 0.63 | Cc1ccc(C(=O)Nc2ccc(NC(=O)c3ccco3)c(C)c2)cc1
i | 1.6 | Cc1cccnc1NC(=S)NC(=O)c1cncc(Br)c1
i | 0.06 | O=C(CCc1c[nH]c2ccccc12)Nc1ncccc1O
i | -0.53 | CCc1nnc(NC(=O)CCS(=O)(=O)Cc2ccccc2)s1
i | 1.6 | Cc1ccc(S(=O)(=O)N2CCN(c3ccccc3)CC2)cc1C
i | 0.8 | COC(=O)c1sc(S(=O)(=O)Nc2ccc(C)cc2)c(C(=O)OC)c1C
i | -0.01 | Cc1cccc(NC(=O)CCN2C(=O)c3ccccc3C2=O)c1
i | 0.74 | Cc1ccccc1C(=O)NNC(=S)NC(=O)COc1ccccc1
i | 0.05 | COc1cccc(Nc2nc3cc(OC)ccc3cc2C#N)c1
i | 0.21 | O=C(c1cc(-c2ccccn2)nc2c(Cl)cccc12)N1CCN(S(=O)(=O)c2ccccc2)CC1
i | 0.12 | O=[N+]([O-])c1ccc(S(=O)(=O)N2CCN(Cc3ccco3)CC2)cc1
i | -1.4 | N/C(=N\OC(=O)c1ccc(=O)n(Cc2ccccc2)c1)c1ccccn1
i | 0.9 | OC(COc1ccc2c(c1)CCC2)Cn1cnc2ccccc21 (stereo unspecified)
i | 0.24 | O=C(C/C=N\OCc1ccc([N+](=O)[O-])cc1)Nc1ccc(Cl)cc1
i | 1.1 | CCCc1[nH]n(-c2ccc(F)cc2)c(=O)c1C=Nc1ccc(C)cc1
i | 0.25 | O=c1ncn(-c2cccc(F)c2)c2ncccc12
i | 1.1 | O=c1ccnc2n1COCS2
i | 1.3 | Cc1noc(C(=O)NCc2ccco2)c1Cl
i | -0.01 | COC(=O)C1=C(O)CSC1=Nc1ccccc1
i | -0.69 | O=C1/C(=C/c2ccc([N+](=O)[O-])cc2)CCC1C1CCCC1 (stereo unspecified)
i | 2.4 | Cc1c(C(=O)NNS(=O)(=O)c2ccccc2Cl)sc(=S)n1C
i | -0.02 | CN1CCSc2ccc(C(=O)Nc3ccc(Cl)cc3)cc21
i | -1.6 | Cc1ccc(CN2C(=O)CSc3ccc(C(=O)NC4CC4)cc32)cc1
i | -1.5 | CCC1=Nc2cc(C(=O)NCCCN3CCN(C)CC3)ccc2Sc2ccccc21
i | -0.03 | O=C(Nc1ccc(S(=O)(=O)Nc2ccc(F)cc2)cc1)c1ccc(CN2CCOCC2)cc1

# The list continues:
KCNQ2 inh | Kir21 block | molecule
i | 0.64 | COc1cc2cc(CN(CCN3CCOCC3)C(=O)Nc3ccc(F)cc3)c(=O)[nH]c2cc1OC
i | 0.06 | Cc1ccc(C(=O)NC(=O)CSc2nncn2C)cc1
i | 0.01 | O=C(Nc1ncc([N+](=O)[O-])s1)C1CCN(S(=O)(=O)c2cnc[nH]2)CC1
i | 0.14 | O=C1c2ccccc2C(=O)N1CCC(O)C[N+](=O)[O-] (stereo unspecified)
i | 0.99 | O=c1[nH]c(=S)[nH]c2nc(-c3ccccc3)cnc12
i | 0.9 | OC(COc1ccc2ccccc2c1)CN1CCN(c2ccc(F)cc2)CC1 (stereo unspecified)
i | -1.3 | COc1cc(/C=N/Nc2ccc(C(=O)O)cc2)ccc1O
i | -2.2 | CCC(C)NC(=S)Nc1ccc2nc(N3CCOCC3)cc(C)c2c1 (stereo unspecified)
i | 1.9 | CCOc1ccc(-n2ccc(=O)c(C(=O)Nc3ccc(S(=O)(=O)Nc4nccs4)cc3)n2)cc1
i | -0.5 | CN(CC(=O)Nc1ccc(F)cc1)C(=O)c1cccc(S(=O)(=O)N2CCN(c3ccccc3)CC2)c1
i | -1.1 | O=C(Nc1ccc(C(F)(F)F)cc1-c1ccccc1)c1ccccc1
i | 2.3 | CC(=O)c1ccc(OCC(O)CN2CC(C)OC(C)C2)cc1 (stereo unspecified)
i | 0.04 | CCC(Sc1nc(N)c(NC(=O)c2ccco2)c(=O)[nH]1)C(=O)O (stereo unspecified)
i | -1.2 | Cc1ccc(C(C(=O)NCc2ccco2)N(C(=O)CNC(=O)c2cccs2)c2ccc(C)cc2)cc1 (stereo unspecified)
i | -0.8 | O=C(COc1ccccc1[N+](=O)[O-])Nc1ccccc1N1CCCC1
i | 1.3 | COc1cc(NC(=O)CCCn2c(=S)[nH]c3ccccc3c2=O)cc(OC)c1OC
i | 0.86 | Nc1nc(SCC(=O)Nc2ccc3c(c2)OCO3)n[nH]1
i | -1.8 | CN(C)CCCNC(=O)c1cc2c3ccccc3n(C)c2s1
i | 1.4 | C/C(=N\O)C(C)/[N+]([O-])=C/c1nc(C)c(C)n1O (stereo unspecified)
i | 0.88 | O=C(Nc1nnc(-c2ccc(Br)cc2)o1)c1cccc(N2C(=O)CCC2=O)c1
i | -0.74 | CCCC(C)n1[nH]c(=O)c2c(C)cc(C)nc21 (stereo unspecified)
i | -0.01 | Cc1nnc(SCC(=O)Nc2ccc(Cl)cn2)s1
i | 1.9 | Cc1cc(OC(=O)C(C)(C)C)c([N+](=O)[O-])c(=O)[nH]1
i | -6.2* | CC(C)(C)CC(C)(C)NCC(O)COCCOc1ccc(Br)cc1 (stereo unspecified)
i | 0.62 | COc1ccc(OC)c(/C=N\NC(=O)CSc2nnc(CCCc3ccc(OC)c(C)c3)o2)c1
i | -1.5 | CC1(C)CC(=O)C(C=NCCN2CCN(C(=S)NC3CCCCC3)CC2)=C(O)C1
i | 0.33 | O=c1n(Cc2ccccc2Cl)nc2n1-c1ccccc1SC2
i | -0.09 | CC(=O)Nc1sc(-c2ccccc2)nc1-c1ccccc1
i | 1.3 | Cc1cccc(NC(=S)NN(Cc2ccccc2)c2ccccc2)c1C
i | -0.04 | O=C(Nc1ccccc1C(=O)Nc1ccccn1)c1cc(F)c(F)cc1Cl
i | -1.1 | CN(C(=O)c1ccccc1C(=O)OCC(=O)NCc1cccs1)C1CCCCC1
i | 1.4 | CCCCN(C(=O)CN1CCOCC1)c1c(N)n(CC(C)C)c(=O)[nH]c1=O
i | -0.09 | CC(C)C[C@H](NC(=O)c1nc[nH]c1C(=O)N[C@@H](CC(C)C)C(=O)OC(C)(C)C)C(=O)OCc1ccccc1
i | 1.4 | COc1ccc(C2=NCC(CSc3nnc(-c4ccc5c(c4)OCO5)o3)S2)cc1 (stereo unspecified)
i | -3.4 | O=C1c2cccc3c([N+](=O)[O-])ccc(c23)C(=O)N1O
i | 0.36 | Cc1ccccc1OC/C(O)=C(\C#N)c1nc2ccccc2[nH]1
i | -0.18 | O=C(c1cccc(S(=O)(=O)N2CCc3ccccc3C2)c1)N1CCN(c2ccccc2)CC1
i | -0.02 | O=C(COC(=O)CCC(=O)c1cccs1)Nc1ccccc1[N+](=O)[O-]
i | -1.3 | Cc1ccc2c(c1)[nH]c1c(=O)n(CCCN3CCOCC3)cnc12
i | 2.1 | Cc1ccc(Cl)cc1N(C(=O)c1csnn1)C(C(=O)NC1CCCC1)c1ccco1 (stereo unspecified)
i | -1.6 | CCN(CC)C(=O)Cn1cc(/C=C(\C#N)C(=O)N2CCN(c3ccccc3)CC2)c2ccccc21
i | 0.34 | O=C(Nc1ccccc1)Nc1cc(Cl)cc(Cl)c1
i | 1.6 | CN(C)c1ccc(NC(=O)CN2C(=O)CC(c3ccccc3)=Nc3ccccc32)cc1
i | 0.08 | COC(=O)C1=C(C)N(Cc2ccco2)C(=O)N[C@@H]1c1ccc(Br)cc1
i | 0.13 | Cc1ccc(C(=O)NCCNc2ccc(Cl)cc2[N+](=O)[O-])o1
i | -0.89 | Cc1cc(-c2ccc(S(=O)(=O)N3CCN(C)CC3)s2)on1
i | 0.41 | Cc1cc(C)c(NC(=O)COC(=O)c2cc([N+](=O)[O-])ccc2N2CCOCC2)c(C)c1
i | -2.5 | COc1ccc(C)cc1NC(=O)CN(c1ccc(F)cc1)S(C)(=O)=O
i | 0.94 | CSC(=Nc1ccccc1)C1=C(O)COC1=O
i | -0.13 | COC(=O)c1ccc(C2CC(=O)Nc3cc(OC)c(OC)cc32)cc1 (stereo unspecified)
i | -0.48 | CCOC(=O)c1c(C)c(C(=O)NCc2cccnc2)c(C)n1C
i | -0.1 | Cc1ccccc1NC(=O)COc1cccc2c1CCNC2=O
i | 1.7 | COCCNC(=O)c1onc(CSc2ccccc2)c1C(=O)NCCOC
i | -0.86 | c1cncc(-c2nc(NCc3ccc4c(c3)OCO4)c3ccccc3n2)c1
i | -2.2 | Cc1ccc(C(C(=O)NC2CCCCC2)N(CC2CCCO2)C(=O)CNC(=O)c2cccs2)cc1 (stereo unspecified)
i | 0.78 | O=C(Nc1ccc(Cl)cc1)N1N=CCC1c1ccccc1 (stereo unspecified)
i | -0.86 | CCOC(=O)c1ccc(NC(=S)N2CCN(C)CC2)cc1
i | -1.9 | CCOc1nc(NCCN2CCOCC2)nc(Nc2ccc(C)cc2)n1
i | 0.19 | CCCCn1c(SCc2ccc(Cl)cc2)nc2c1c(=O)[nH]c(=O)n2C
